Bioassay records deposited in PubChem by several laboratories.
HMGR II inh = blocks class II HMG-CoA reductase of Enterococcus faecalis; purified E. faecalis HMGR, NADPH absorbance 340 nm kinetic; inhibition, % at 10 µM; 0.41% of 190,000 active; AID 1066;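 active means inhibition above a set limit, the median over all tested compounds plus 3 SD, cut at about 9.5% in these data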;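 further: enzyme runs in reverse so mevalonate oxidation gives rising NADPH absorbance; 0% = complete reaction with DMSO and 100% = background rate lacking mevalonate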
PMI act satM6P = PMI (human) activation, high substrate | P34949 | activation factor at 20 µM | coupled PMI enzyme assay, resazurin fluorescence, 20 min; stronger effect = higher value; 1 = untreated enzyme, 0 = substrate-free blank | 0.34% of 190,000 active | AID 1216;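 active means activation factor of 2 or more at 20 µM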
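Material: human phosphomannose isomerase with PGI, G6PDH, diaphorase coupling enzymes / Reagent: Man-6-P substrate 1.0 mM / Dosing: single compound dose of 20 µM, 1% DMSO final / Incubation: enzyme reaction with compound 20 min at room temperature / Signal: resorufin fluorescence (Ex 544/Em 590 nm) from resazurin via diaphorase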
TNAP inh noacc = blocks human TNAP activity with no phosphate acceptor present; 0.26% of 200,000 active; inhibition, % at 20 µM; purified TNAP, CDP-star luminescence, 30 min; P05186;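 active means tissue-nonspecific alkaline phosphatase inhibition above about 50% at 20 µM in the single-dose screen, limit read from the data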;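 further: 0% = DMSO negative control and 100% = EDTA positive control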
Target sequence (P05186 whole entry, looked up): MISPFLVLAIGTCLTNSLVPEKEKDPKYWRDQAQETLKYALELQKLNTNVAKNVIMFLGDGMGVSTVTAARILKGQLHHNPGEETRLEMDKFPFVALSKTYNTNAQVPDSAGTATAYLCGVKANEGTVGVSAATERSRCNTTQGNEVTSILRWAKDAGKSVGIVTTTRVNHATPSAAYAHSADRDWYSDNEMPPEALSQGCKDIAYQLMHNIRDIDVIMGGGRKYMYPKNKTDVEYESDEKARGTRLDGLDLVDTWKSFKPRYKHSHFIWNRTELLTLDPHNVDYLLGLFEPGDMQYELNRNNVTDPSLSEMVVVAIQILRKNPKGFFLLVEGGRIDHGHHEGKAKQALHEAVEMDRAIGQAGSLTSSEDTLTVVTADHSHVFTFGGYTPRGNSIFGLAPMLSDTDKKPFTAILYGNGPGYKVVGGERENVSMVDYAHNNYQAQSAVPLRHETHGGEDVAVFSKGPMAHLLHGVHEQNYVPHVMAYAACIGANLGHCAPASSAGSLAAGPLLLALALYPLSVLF
G6PDH counter = L. mesenteroides G6PDH inhibition counter-screen. Purified L. mesenteroides G6PDH, diaphorase/resazurin coupled fluorescence, 45 min. inhibition, % at 5 µM. 0.12% of 200,000 active; in the data active means inhibition above about 50%
Diaph act CS = counter-screen for diaphorase-based assays: diaphorase activators and chemical reducers. AID 1229. Diaphorase/resazurin coupled assay, resorufin fluorescence, 16 min; stronger effect = higher value; 1 = vehicle wells, 0 = NADH-free wells. 0.005% of 190,000 active. activation factor at 20 µM;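 active means diaphorase activity raised at least twofold by the compound at 20 µM; inactive means activation factor below 2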
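Measured by – red resorufin fluorescence at 544/590 nm excitation/emission · Test system – Clostridium kluyveri diaphorase, purified enzyme · Incubation – reaction time 16 min, room temperature · Buffer or medium – 50 mM HEPES pH 7.4 with 4.542 mM MgCl2, 0.005% Tween 20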
Diaphorase inh = inhibits diaphorase or chemically oxidizes, flagging diaphorase assay artifacts | diaphorase resazurin-to-resorufin fluorescence, NADH, 16 min; bacterial (C. kluyveri) enzyme, not human | inhibition, % at 20 µM | 0.69% of 190,000 active | AID 1217;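 active means primary screen inhibition at 20 µM above a set limit, cut at about 50% in these data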;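 further: plate controls were DMSO with full reaction for no effect and wells lacking NADH for full effect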
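Benchmarks: positive control wells lacking NADH, neutral wells with DMSO only. System: bacterial diaphorase enzyme (C. kluyveri). Input: 0.14 U/mL diaphorase, enzyme working solution. Detection: resorufin fluorescence, excitation 544 nm, emission 590 nm. Times: 16-min room-temperature incubation before reading.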
FLuc act counter = affects firefly luciferase, flagging false hits in luciferase stimulation screens; P08659; ATPlite luciferase biochemical, luminescence, 10 min; 0 = ATP-free wells, 1 = DMSO control; activation factor at 10 µM; 200,000 tested, under 10 active; AID 1027;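 active means luciferase activation factor, scaled between plate controls, of at least 2 with compound at 10 µM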
Target sequence (P08659 whole entry, looked up): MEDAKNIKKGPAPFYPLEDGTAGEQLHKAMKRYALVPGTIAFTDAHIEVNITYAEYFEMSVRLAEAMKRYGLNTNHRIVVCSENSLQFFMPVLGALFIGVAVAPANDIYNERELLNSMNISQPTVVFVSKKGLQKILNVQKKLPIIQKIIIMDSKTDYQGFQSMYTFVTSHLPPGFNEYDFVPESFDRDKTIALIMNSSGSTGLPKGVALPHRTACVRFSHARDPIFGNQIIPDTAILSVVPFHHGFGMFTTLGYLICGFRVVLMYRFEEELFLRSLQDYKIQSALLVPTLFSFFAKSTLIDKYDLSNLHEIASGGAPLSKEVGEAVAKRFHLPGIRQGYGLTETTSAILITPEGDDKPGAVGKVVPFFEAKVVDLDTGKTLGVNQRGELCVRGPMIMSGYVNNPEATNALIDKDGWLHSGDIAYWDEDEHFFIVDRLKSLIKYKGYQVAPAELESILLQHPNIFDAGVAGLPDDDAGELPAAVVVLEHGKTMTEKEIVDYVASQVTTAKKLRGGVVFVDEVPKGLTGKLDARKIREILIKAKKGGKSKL
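System: luciferase plus luciferin reagent, cell-free; medium: PBS as buffer for the ATP substrate; dosing: test compounds dosed from 2 mM stocks in 100% DMSO; timing: 10 min post-reagent at room temperature; measured by: luminescence measurement of luciferase light output; evaluation: luciferase activation, seen as luminescence increase over controls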
PMI activator = increases human mannose-6-phosphate isomerase activity; P34949; purified human PMI, coupled resazurin fluorescence, 20 min; stronger effect = higher value; 1 = vehicle control, 0 substrate-free wells; activation factor at 20 µM; 0.005% of 190,000 active;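 active means activation factor of 2 or more at 20 µM, relative to plate controls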
TNAP inh hiacc = blocks human TNAP under high phosphate acceptor concentration. P05186. purified TNAP, CDP-star luminescence, 1 M DEA. 0.03% of 200,000 active. AID 1135. inhibition, % at 20 µM;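 active means over 50% inhibition of tissue-nonspecific alkaline phosphatase at 20 µM in the single-dose screen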;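 further: plate controls were DMSO wells for no effect and EDTA-quenched wells as full inhibition for full effect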
TNAP act hiacc = TNAP (human) activation, high acceptor; activation factor at 20 µM; AID 1136; P05186; 200,000 tested, under 10 active; purified TNAP, CDP-star luminescence, 1 M DEA, 30 min; stronger effect = higher value; 0 = EDTA background, 1 = DMSO-only activity;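 active means activation factor at least 2 at 20 µM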
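Control set: EDTA negative control, DMSO positive control / Assay system: human TNAP / Quantity: TNAP 1/800 final / Evaluation: TNAP activation factor scaled between EDTA and DMSO control wells / Measured by: luminescent substrate turnover signal / Compound dosing: one dose, 20 µM / Times: 30 min enzyme reaction at room temperature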
* hit, by the source's call; · = no result given.

SMILES	HMGR II inh	PMI act satM6P	TNAP inh noacc	G6PDH counter	Diaph act CS	Diaphorase inh	FLuc act counter	PMI activator	TNAP inh hiacc	TNAP act hiacc
Cc1csc(Sc2ccc(C(=O)OCC(=O)Nc3ccc(F)cc3[N+](=O)[O-])cc2[N+](=O)[O-])n1	-6	0.9	-11	-62	0.7	28	1.1	1	1	1
CN(C1=NC(=O)C(CC(=O)O)S1)c1ccc(O)cc1 (configuration not stated)	-1	0.9	-9	11	0.8	18	1.1	0.9	-5	1.1
COc1ccc(C(c2sc3nc(C)nn3c2O)N2CCc3ccccc3C2)cc1 (configuration not stated)	-4	0.5	-5	-3	0.9	5	1	0.3	-2	1
CCOC(=O)c1ccc(NC(=O)CN(c2ccc(C)cc2)S(=O)(=O)c2c(C)nn(C)c2C)cc1	-4	0.9	-6	-1	0.8	18	1.1	0.8	-1	1
COc1cccc(C(C(=O)NC(C)(C)C)N(C(=O)CCC(=O)Nc2cc(C)on2)C2CC2)c1OC (configuration not stated)	-4	1	-14	-4	1	4	1.1	1	-4	1
Cn1c(=N)n(CC(O)c2cccc3ccccc23)c2ccccc21 (configuration not stated)	1	1	0	5	0.9	10	1	1	-4	1
NNc1nc2ccccc2nc1C(F)(F)F	-1	1.1	17	-2	1	5	1.1	1.1	-4	1
CC1CC(C)(C)NC(=S)N1CC(=O)NCc1ccc(F)cc1 (configuration not stated)	-1	1	-9	-1	0.9	14	1	1	-3	1
O=C(COc1ccc([N+](=O)[O-])cc1)Nc1ccc2c(c1)OCO2	0	1	4	-5	1	5	1	1	3	1
O=C(N/N=C/c1ccc(Cl)cc1)C1CC12CCC2 (configuration not stated)	1	1.1	-11	4	1	1	1	1	-4	1
CCOc1nc2ccccc2nc1C	0	1.1	-2	2	0.9	7	1.1	1.2	-7	1.1
CC(=O)N1CCC(N(CCN2CCOCC2)C(=S)Nc2cccc(C)c2C)CC1	-4	1	8	-6	1	0	1.1	1	1	1
O=C(Nc1ccc2c(c1)CCC2)C1CCCO1 (configuration not stated)	-3	1.2	-1	9	1	-5	1	1.1	0	1
O=C(NC1CC1)c1ccc(C2SCC(=O)N2Cc2ccccc2)cc1 (configuration not stated)	-5	1	-7	5	1	3	1	1	2	1
COc1ccc([N+](=O)[O-])cc1N(CC(=O)NCCSc1ccc(C)cc1)S(C)(=O)=O	1	1	-9	11	0.8	21	1.1	0.9	-4	1
CC1(C)CC(=O)c2cc(OCC(=O)NCCN3CCCc4ccccc43)ccc2O1	1	0.9	-14	6	0.9	12	1	1	-8	1.1
CCCC(=O)N1CCN(C2=NS(=O)(=O)c3ccccc32)CC1	0	1	-1	-2	0.9	6	1	1.1	4	1
CC1(C)Cc2ccccc2C(NN=C2CCCC2)=N1	-2	0.9	-5	13	1	4	1.1	0.9	-3	1
CCOC(=O)C1CCCN(C(=O)c2cc3cc(Br)ccc3oc2=O)C1 (configuration not stated)	3	1.1	-6	6	1.2	-18	1.1	1.2	-6	1.1
CC(C)CC(=O)NC(=S)Nc1ccccc1C(=O)Nc1ccccc1	-2	0.9	-104	9	0.9	10	1.1	0.9	-4	1
Cc1cccc(C)c1Nc1nnc(SCC(=O)NCc2ccco2)s1	-3	1.2	1	7	1.2	-16	1.1	1.2	-10	1.1
C/C=C/C=C/C(=O)OCC(=O)Nc1ccc(Cl)cc1	-6	1	0	3	0.9	7	1.1	1.1	-5	1.1
COc1ccc(OC)c(NC(=O)CCn2cccc2)c1	1	1	-8	1	0.9	7	1	1	1	1
Cc1ccc(NC(=O)Nc2ccccc2)cc1[N+](=O)[O-]	-6	0.8	0	15	0.8	17	0.7	0.8	1	1
CC(=O)c1c(C)[nH]c(C(=O)OCC(=O)Nc2cc(S(=O)(=O)N3CCCC3)ccc2Cl)c1C	-13	1.1	-13	-41	0.9	10	1	1	0	1
Additional results:
SMILES	HMGR II inh	PMI act satM6P	TNAP inh noacc	G6PDH counter	Diaph act CS	Diaphorase inh	FLuc act counter	PMI activator	TNAP inh hiacc	TNAP act hiacc
COc1ccc(F)cc1S(=O)(=O)NC1CCCCCC1	-1	0.9	-6	4	0.9	9	1.1	0.8	0	1
CN(C)CCN1C(=O)C2C3C=CC(C3)C2C1=O (configuration not stated)	-1	·	-3	11	·	·	1	·	0	1
Cc1cc2oc(C(=O)N(Cc3ccccc3)C3CCS(=O)(=O)C3)cc(=O)c2cc1Cl (configuration not stated)	-3	1	-19	-1	0.9	9	1	1	-5	1
O=[N+]([O-])c1ccccc1NCCNc1ncc(C(F)(F)F)cc1Cl	-2	0.9	4	-15	0.8	16	1	1	8	0.9
CCOC(=O)COc1ccc(S(=O)(=O)N2CCN(c3ccccc3)CC2)cc1	1	0.9	-7	5	0.9	12	1.1	0.9	-6	1.1
O=C(Nc1ccc(Cl)cc1)Nc1nnc(CSc2ccc(Cl)cc2)s1	-2	1	-7	-12	0.9	8	1	0.9	1	1
O=C(NC(Nc1ccc(F)cc1)(C(F)(F)F)C(F)(F)F)c1cccnc1	-6	1	0	-5	0.9	8	1	1	3	1
O=C(Cn1c(NCCO)nc2ccccc21)NCCc1ccccc1	0	1.2	-6	2	0.9	11	1	0.9	-2	1
Nc1ncn(-c2ncc(C(F)(F)F)cc2Cl)n1	-7	1	-4	7	0.9	11	1	0.9	-6	1.1
Cc1ccc(-c2cc(C(=O)Nc3nccs3)c3ccccc3n2)c(C)c1	-10	1	0	-3	1	3	1	0.8	10	0.9
O=C1CCCC(O)=C1C=NCCc1ccccc1	-8	0.9	1	9	0.9	6	1	1	4	1
Cc1ccc2[nH]c(=O)c3cc(C(=O)N(C)Cc4ccco4)sc3c2c1	1	1	21	14	0.7	27	1	1.1	-11	1.1
C=CCN(C(=O)CSc1nc2ccsc2c(=O)n1Cc1ccccn1)c1ccccc1	1	1	-3	-2	0.8	18	1	1	1	1
Cc1cccc(-n2c(Cc3cc(=O)[nH]c(=O)[nH]3)nnc2SCC(=O)Nc2cccc(C(F)(F)F)c2)c1	-4	1	-1	-2	1	0	1	1	2	1
COc1cccc(/C=C2\N=C3CCCCCN3C2=O)c1	-3	0.9	-5	6	0.9	9	0.8	0.9	-2	1
c1ccc(OCCCc2nc(-c3cccnc3)no2)cc1	-2	1	-11	9	1.1	-6	1	1	-6	1.1
NC(=O)COC(=O)c1ccccc1Oc1ccccc1	-8	1	-3	4	1	3	1	1	-1	1
CC(C)CNS(=O)(=O)c1ccc(CCC(=O)N2CCN(Cc3ccc4c(c3)OCO4)CC2)cc1	4	1.1	-4	7	1	1	1	1	-1	1
O=C(c1ccc(O)cc1)c1ccc(C(=O)O)c(C(=O)O)c1	-1	0.9	-4	-20	0.9	11	1.1	1	-5	1.1
CC(C)C(=O)Nc1cccc(-c2nc3ccccc3c(=O)o2)c1	-1	1	-5	19	0.8	17	0.9	1	-1	1
Cc1cc(C)n(-c2ccn(Cc3ccc(Cl)cc3Cl)c(=O)n2)n1	1	0.9	-8	2	0.8	16	1	1	-4	1
C/C(=N\N1CCN(c2ccc(Cl)cc2)CC1)c1cccs1	5	0.9	-10	10	0.9	13	1.1	0.9	-2	1
CCOc1ccc(-n2c(=S)sc3c(=O)[nH]c(SCC(=O)NC(C)CC)nc32)cc1 (configuration not stated)	1	1.1	-10	1	0.7	32	1	1	6	0.9
CC1CCCC(NC(=O)CNC(=S)N(Cc2ccccc2)Cc2cccs2)C1C (configuration not stated)	-6	0.9	-9	11	0.8	22	1.1	0.8	-8	1.1
O=C(Nc1ccc2c(c1)OCO2)c1cc(-c2ccncc2)nc2ccccc12	1	0.8	-2	3	0.9	6	1	1	4	1
The results go on.
SMILES	HMGR II inh	PMI act satM6P	TNAP inh noacc	G6PDH counter	Diaph act CS	Diaphorase inh	FLuc act counter	PMI activator	TNAP inh hiacc	TNAP act hiacc
CCOc1ncccc1C(=O)OCC(=O)Nc1cc(S(=O)(=O)N2CCOCC2)ccc1Cl	-3	1	-7	-7	1.1	-5	1	1	3	1
CCOc1ccc(NC(=O)CCN2C(=S)NC(C)(C)CC2C)cc1 (configuration not stated)	0	1	-12	-6	0.9	6	1	1.1	-2	1
Cc1cc(N2CCN(C)CC2)nc2ccc(NC(=O)c3ccccc3F)cc12	-2	1	-12	7	1	1	1	1	-3	1
Cc1ccc(NC(=O)COC(=O)c2cc(Cl)ccc2[N+](=O)[O-])cc1	0	1	-7	4	0.9	10	1	1	0	1
CCCc1ccc(OCC(O)CN2CCN(c3ccccc3)CC2)cc1 (configuration not stated)	-1	0.9	-1	4	0.8	15	1.1	0.9	-6	1.1
CCCCN(Cc1cc2ccccc2[nH]c1=O)C(=O)c1ccccn1	-2	1.1	-6	3	1	-3	1	1	0	1
Cc1ccc(N2C(=O)C3C4C=CC(CNC(=S)Nc5cccc(Cl)c5)(O4)C3C2=O)cc1 (configuration not stated)	3	1.3	-8	9	0.8	22	1.1	1.1	-4	1
Cc1nc2ccc(S(=O)(=O)NC(C(=O)NCc3ccco3)C(C)C)cc2s1 (configuration not stated)	0	1.1	-7	-11	1	-3	1	1	3	1
CSCCC(NS(=O)(=O)c1cccs1)C(=O)NCc1ccc(C)cc1 (configuration not stated)	-3	1	-4	2	0.9	13	1	1	2	1
COc1ccccc1CNC(=O)CCCn1c(=O)c2ccccc2n(CC(=O)NC2CCCC2)c1=O	2	0.9	-7	6	0.9	6	1.1	0.9	-5	1.1
CCOc1ccc(NC(=O)COc2ccc(OC)cc2)cc1	0	1	-15	8	1	-1	1	1.1	-3	1

5 compounds drawn at random from the list so far:
SMILES	HMGR II inh	PMI act satM6P	TNAP inh noacc	G6PDH counter	Diaph act CS	Diaphorase inh	FLuc act counter	PMI activator	TNAP inh hiacc	TNAP act hiacc
CCCCN(Cc1cc2ccccc2[nH]c1=O)C(=O)c1ccccn1	-2	1.1	-6	3	1	-3	1	1	0	1
Cc1ccc(N2C(=O)C3C4C=CC(CNC(=S)Nc5cccc(Cl)c5)(O4)C3C2=O)cc1 (configuration not stated)	3	1.3	-8	9	0.8	22	1.1	1.1	-4	1
Cc1cc(N2CCN(C)CC2)nc2ccc(NC(=O)c3ccccc3F)cc12	-2	1	-12	7	1	1	1	1	-3	1
CCOc1ccc(NC(=O)CCN2C(=S)NC(C)(C)CC2C)cc1 (configuration not stated)	0	1	-12	-6	0.9	6	1	1.1	-2	1
CCOc1ccc(NC(=O)COc2ccc(OC)cc2)cc1	0	1	-15	8	1	-1	1	1.1	-3	1
